PAFAH1B3 inh: PAFAH1B3 enzyme inhibitors, primary screen, biochemical, fluorescence polarization, human; Platelet-activating factor acetylhydrolase IB subunit alpha1 (Homo sapiens), Q15102; recombinant PAFAH1B3, FP-rhodamine probe; inhibition, % at 3.39 µM; 340,000 tested, 0.28% active; AID 492972, 2010;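 active = inhibition above the screen-wide average of all tested compounds plus 3 SD, cut at about 25% in these data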;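 also: 0% = enzyme with DMSO only and 100% = wells lacking PAFAH1B3 protein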
PREPL inh: PREPL enzyme inhibitors, primary screen, biochemical, fluorescence polarization; Prolyl endopeptidase-like (Homo sapiens), Q4J6C6; recombinant PREPL, fluorescence polarization activity-based probe; inhibition, % at 5.96 µM; 320,000 tested, 0.68% active; AID 2751, 2010; in the data active = inhibition above about 43%;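 also: 0% = enzyme with DMSO and 100% = wells lacking enzyme; many of its hits are not listed in these tables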
Target sequence (Q4J6C6 whole entry, looked up): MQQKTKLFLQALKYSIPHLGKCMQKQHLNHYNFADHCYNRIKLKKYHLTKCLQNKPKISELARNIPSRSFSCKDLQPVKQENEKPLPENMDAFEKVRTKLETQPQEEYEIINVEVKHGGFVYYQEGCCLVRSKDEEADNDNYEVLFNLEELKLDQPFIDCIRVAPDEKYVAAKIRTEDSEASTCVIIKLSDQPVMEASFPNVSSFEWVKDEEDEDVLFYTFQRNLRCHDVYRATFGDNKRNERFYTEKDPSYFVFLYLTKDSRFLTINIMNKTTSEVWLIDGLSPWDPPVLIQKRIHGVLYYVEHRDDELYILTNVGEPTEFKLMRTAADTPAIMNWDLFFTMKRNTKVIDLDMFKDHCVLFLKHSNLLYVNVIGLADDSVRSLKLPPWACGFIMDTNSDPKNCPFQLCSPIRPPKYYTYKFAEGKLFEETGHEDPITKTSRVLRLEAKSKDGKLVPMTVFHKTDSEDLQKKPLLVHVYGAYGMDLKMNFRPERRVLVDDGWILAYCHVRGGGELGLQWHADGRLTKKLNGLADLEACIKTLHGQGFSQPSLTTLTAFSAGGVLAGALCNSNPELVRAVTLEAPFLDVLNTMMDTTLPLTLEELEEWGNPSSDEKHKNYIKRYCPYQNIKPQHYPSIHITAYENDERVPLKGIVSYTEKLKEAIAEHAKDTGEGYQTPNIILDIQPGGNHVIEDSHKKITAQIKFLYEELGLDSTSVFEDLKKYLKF
ZTA counter: ZTA (EBV) inhibition in EBNA-1 counter-screen | 320,000 tested, 0.15% active | ZTA-DNA binding, fluorescence polarization | AID 2234 | inhibition, % at 11 µM; in the data active = inhibition above about 33%
GSTO1 inh: inhibitors of recombinant GSTO1, primary screen, counter-screen for RBBP9 inhibitor project, biochemical, fluorescence polarization. Glutathione S-transferase omega-1 (Homo sapiens), P78417. activity-based probe fluorescence polarization. inhibition, % at 5.96 µM. 300,000 tested, 1.1% active;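 active = inhibition above the campaign mean inhibition plus 3 SD, cut at about 35% in these data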;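 also: 0% = GSTO1-1 with DMSO and 100% = wells lacking GSTO1-1 enzyme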
LYPLA2 inh: LYPLA2 inhibitors, primary screen, counter-screen for PME1 inhibitor project, biochemical, fluorescence polarization, FP-Rh probe ABPP; Acyl-protein thioesterase 2 (Homo sapiens), O95372; recombinant LYPLA2; inhibition, % at 5.9 µM; 320,000 tested, 0.38% active; AID 2177, 2009;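 active = inhibition above the screen-wide mean plus 3 SD, limit set per campaign, cut at about 26% in these data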;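 also: 0% = LYPLA2 with DMSO and 100% = wells lacking LYPLA2 enzyme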
Target sequence (O95372 whole entry, looked up): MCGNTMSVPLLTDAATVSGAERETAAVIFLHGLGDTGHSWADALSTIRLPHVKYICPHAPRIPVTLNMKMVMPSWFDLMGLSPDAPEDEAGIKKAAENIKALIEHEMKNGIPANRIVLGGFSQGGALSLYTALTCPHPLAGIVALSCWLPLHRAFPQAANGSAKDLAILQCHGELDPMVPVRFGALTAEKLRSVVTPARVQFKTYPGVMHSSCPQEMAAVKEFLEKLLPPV
LYPLA1 counter: LYPLA1 inhibitors, primary screen, counter-screen for PME1 inhibitor project, biochemical, fluorescence polarization, FP-Rh probe ABPP. Acyl-protein thioesterase 1 (Homo sapiens), O75608. recombinant LYPLA1. inhibition, % at 5.9 µM. 320,000 tested, 0.16% active. AID 2174, 2009;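 active = inhibition above the mean of all tested compounds plus 3 SD, set per campaign, cut at about 14% in these data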;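 also: inhibitors block serine hydrolase probe labeling of LYPLA1 so polarization falls; 0% = enzyme with DMSO and 100% = wells lacking LYPLA1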
PAD4 inh: human PAD4 inhibitors, primary screen, biochemical, fluorescence polarization, 1536-well format; recombinant PAD4, RCA probe fluorescence polarization; Protein-arginine deiminase type-4 (Homo sapiens), Q9UM07; 330,000 tested, 0.41% active; inhibition, % at 6.36 µM;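 active = percent inhibition above a cutoff equal to the mean of all tested compounds plus 3 SD, cut at about 15% in these data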;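 also: 0% = PAD4 with RCA probe and DMSO and 100% = probe without PAD4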
EBNA-1 inhibitor: EBNA-1 DNA-binding inhibitors, primary screen, biochemical, fluorescence polarization; 300,000 tested, 0.34% active; AID 1950, 2009; inhibition, % at 14.8 µM; in the data active = inhibition above about 28%
PAFAH2 FP inh: PAFAH2 enzyme inhibitors, primary screen, biochemical, fluorescence polarization, human. inhibition, % at 3.39 µM. Platelet-activating factor acetylhydrolase 2, cytoplasmic (Homo sapiens), Q99487. 340,000 tested, 0.99% active. recombinant PAFAH2, FP-rhodamine activity probe;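 active = inhibition above the mean over all tested compounds plus 3 SD, cut at about 30% in these data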;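 also: inhibitors block probe labeling of enzyme so polarization drops; 0% = enzyme with DMSO and 100% = wells lacking PAFAH2 protein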
* marks the source's active call; other numbers are inactive results; . = no result given.

SMILES	PAFAH1B3 inh	PREPL inh	ZTA counter	GSTO1 inh	LYPLA2 inh	LYPLA1 counter	PAD4 inh	EBNA-1 inhibitor	PAFAH2 FP inh
Cc1c(NS(=O)(=O)c2cc(C(=O)NCCN(C)C)ccc2Cl)c(=O)n(-c2ccccc2)n1C	5	24	-8	37*	3	-1	3	5	2
Cc1cccc(NC(=O)CSc2nc(=O)n3ccccc3n2)c1C	-3	-3	2	6	3	3	3	0	7
COc1cc(SC)ccc1C(=O)OCC(=O)N1CCN(C(C)=O)CC1	0	1	12	10	3	-5	1	0	-1
O=[N+]([O-])c1ccc(Nc2nc(Cl)nc(NCCO)n2)cc1	-1	-2	14	8	-5	-1	1	-5	-2
COc1ccccc1-c1nnc(SCC(=O)Nc2c(Cl)cccc2Cl)o1	4	-3	-21	-2	2	-1	-4	-2	0
NC(=O)NC(=O)COC(=O)CCSc1ccccc1	14	8	-6	6	3	0	-7	10	-4
O=C(N/N=C/C=C\c1cccc([N+](=O)[O-])c1)c1cccnc1	4	13	-6	0	5	6	6	-2	-5
COc1cc(-c2nnc(SCC(=O)/C(C#N)=C(\C)N)o2)cc(OC)c1OC	7	-1	-2	3	1	0	-4	-4	-5
CC1(C)CC(=O)C(C2(O)C(=O)Nc3ccccc32)CO1 (stereo not drawn)	8	6	0	5	1	0	1	8	-3
N#CCSc1nc2sc3c(c2c(=O)n1C1CCCCC1)CCCC3	1	12	-18	-4	-1	1	7	1	7
Cc1ccc(C(=O)N(Cc2ccccc2)C(C)(C)C)cc1C	7	6	0	5	5	5	3	6	-1
COc1ccc(-c2csc3ncnc(N4CCN(S(=O)(=O)c5cccs5)CC4)c23)cc1	2	-1	-6	-28	-4	-3	3	4	-6
O=C(CCc1ccccc1)NNC(=O)c1ccc(Cl)cc1	10	-2	-1	0	-10	2	-1	2	-5
COCCCNC(=O)c1nc2ccccc2c(=O)n1NC(=O)Nc1c(Cl)cccc1Cl	5	18	2	10	2	2	-2	9	3
COC(=O)Nc1ccc(S(=O)(=O)N2CCCC(C(=O)N3CCOCC3)C2)cc1 (stereo not drawn)	1	1	5	-6	1	3	4	5	4
CC(C)NC(=O)NC(=O)COC(=O)C1CCCN1C(=O)c1cccs1 (stereo not drawn)	3	5	17	15	9	2	-6	-2	3
O=C(COC(=O)Cc1c(F)cccc1Cl)NCCC1=CCCCC1	-3	-8	-10	3	2	-2	0	12	5
O=C(NCC1CCCO1)c1ccc(/C=N/O)nc1 (stereo not drawn)	1	0	2	11	8	4	-3	-6	-6
O=C(NCc1ccc(F)cc1)c1cc(-c2cccs2)on1	5	11	-1	5	0	0	0	10	-3
Cc1cc(C)n(C(=O)Cc2cn3ccsc3n2)n1	11	14	-15	2	4	1	0	2	-10
C/C(=N/NC(=O)CNC(=O)/C=C/c1ccccc1)c1ccco1	2	-2	3	7	1	-2	-4	-8	-4
CC1CCc2[nH]c3ccc(C(=O)N(C)CC(=O)Nc4ccccc4Br)cc3c2C1 (stereo not drawn)	6	13	-2	-1	1	1	0	-4	3
COc1ccc(NC(=O)CN(C)CC(=O)N(C)C2(C#N)CCC(C)CC2)cc1 (stereo not drawn)	1	2	-22	.	-10	-1	2	.	9
NNC(=O)CCCNc1ncc(C(F)(F)F)cc1Cl	7	-30	10	-3	1	2	2	8	5
CCOC(=O)COc1nc2ccc(Br)cc2c(-c2ccccc2)c1C(C)=O	1	5	2	7	8	2	-1	7	5
COC(=O)c1cccc(NC(=O)CSCc2ccccc2)c1	4	-5	3	1	-6	2	-5	-8	-4
COc1ccc(/C=C/C(=O)NC(C)C)cc1Br	2	13	-22	5	8	2	1	-1	-4
N#CC[C@H](Cc1ccccc1)N1CCN(Cc2ccccc2)CCC1=O	6	-3	-12	4	3	0	1	0	0
CC(Nc1ccc2ccccc2c1)C(=O)N/N=C/c1ccncc1 (stereo not drawn)	11	1	-1	.	-3	2	0	.	1
COc1ccc(CCC(=O)NC2CCC(C)CC2)cc1 (stereo not drawn)	0	3	0	-1	3	2	0	-8	1
O=C1C2N=NN(CC(=O)N3N=C(c4cccc5ccccc45)CC3c3ccccc3)C2C(=O)N1c1ccccc1 (stereo not drawn)	-10	17	10	-8	-18	-11	-5	11	-25
NC(=O)c1cc([N+](=O)[O-])c(Cl)cc1NCc1cccnc1	-1	-5	-9	-1	4	3	-5	6	4
Fc1ccccc1-c1nc2c(s1)CCc1onc(-c3ccc(Br)cc3)c1-2	1	4	-12	4	3	-1	-3	11	-6
NC(=O)c1ccccc1NC(=O)c1cccc(C(=O)Nc2ccccc2C(N)=O)n1	.	0	11	3	6	0	-1	35*	.
COc1ccc2c(c1OC)C(=O)N(c1ccc(OCc3ccccc3)cc1)C2=O	10	8	15	3	-2	-1	-2	14	3
COc1ccccc1NC(=O)CCC(=O)OCc1ccc(Cl)cc1	6	6	-10	2	2	-1	0	11	-4
COc1ccc(OC)c(S(=O)(=O)Nc2cc3c4c(c2)C(C)C(=O)N4CCC3)c1 (stereo not drawn)	3	7	7	1	-3	3	-5	16	-5
COC(=O)[C@@H]1C[C@]2(OC(=O)c3ccccc3)C=CC(=O)C[C@@H]2N1C(=O)OCc1ccccc1	-2	2	8	6	-1	-2	19*	-3	-4
CC(NC(=O)COc1ccc(-c2nnco2)cc1)c1ccc(Cl)cc1Cl (stereo not drawn)	6	-24	-2	3	-1	-5	-4	-3	1
Cc1nn(C)c(C)c1NS(=O)(=O)c1ccc(N2CCCC2=O)cc1	-1	9	1	-5	-1	-1	-1	-13	3
Nc1cc(Cl)ccc1N1CCOCC1	3	14	6	1	1	1	-4	9	-5
CCOc1ccc(C(c2nnnn2Cc2ccccc2)N2CCN(C(=O)c3ccco3)CC2)cc1 (stereo not drawn)	-4	-4	4	1	-5	-1	2	-12	-3
CCOC(=O)C1CCN(c2cc(C)nc3ccc(OC)cc23)CC1	-6	0	11	8	-2	1	-2	-1	1
CCCCCCc1c(O)nc(SCCN(C)C)[nH]c1=O	5	-1	1	6	2	2	3	1	1
COc1ccccc1N1CCN(c2ccc(Cl)nn2)CC1	-5	20	1	3	-3	-3	-6	-7	-4

Shown as a hit in EBNA-1 inhibitor (from the list above):
| SMILES | PAFAH1B3 inh | PREPL inh | PAD4 inh | EBNA-1 inhibitor | PAFAH2 FP inh |
| --- | --- | --- | --- | --- | --- |
| NC(=O)c1ccccc1NC(=O)c1cccc(C(=O)Nc2ccccc2C(N)=O)n1 | . | 0 | -1 | 35* | . |

(next part)
SMILES	PAFAH1B3 inh	PREPL inh	ZTA counter	GSTO1 inh	LYPLA2 inh	LYPLA1 counter	PAD4 inh	EBNA-1 inhibitor	PAFAH2 FP inh
CCO[C@@H]1OC(C(=O)Nc2ccccc2)=C[C@H](c2ccc(C(F)(F)F)cc2)[C@H]1CCCO	12	-2	-6	-4	-12	-8	5	9	-2
CCOC(=O)C(C)Sc1cnccn1 (stereo not drawn)	2	1	5	9	3	0	-2	8	1
CC(C)(C)NS(=O)(=O)c1ccc(NC(=O)CS(=O)(=O)Cc2ccccc2)cc1	0	8	-18	2	1	-1	1	-4	6
COC(=O)C1=C(C)N=C2SC(C)C(=O)N2C1c1cccs1 (stereo not drawn)	-1	-3	8	10	-8	-2	1	-4	-4
CCC(C)(C(=O)NC1CCCCC1)N(C(=O)C1CCC(=O)N1)c1ccc(C)cc1 (stereo not drawn)	-3	-2	-14	12	2	-1	0	9	-14
O=[N+]([O-])c1cccc(C(=S)N2CCCC2)c1	7	-9	6	12	-3	-1	-6	3	5
COc1ccc(C(c2nnnn2CS(=O)(=O)c2ccc(C)cc2)N2CCN(Cc3ccccc3)CC2)cc1 (stereo not drawn)	1	2	0	1	4	0	-3	6	3
CCOC(=O)N1CCC(NC(=O)c2sc(-n3cccc3)nc2C)CC1	6	27	2	3	7	1	6	6	6
NC(=O)C1CCN(CC(=O)N2c3ccccc3CCc3ccccc32)CC1	-1	-7	8	-11	-5	0	-4	-11	-3
C=CCSc1nc(C)c(CC(=C)C)c(=O)[nH]1	2	1	9	5	5	5	2	10	3
COc1ccc(C2=NOC(C(=O)NC(C)(C)C)C2)cc1 (stereo not drawn)	-1	16	-2	-1	2	-3	2	-6	-21
O=c1c2c3c(sc2n2cnnc2n1Cc1ccccc1)CN(Cc1ccccc1)CC3	6	12	-5	0	12	1	-1	-7	3
COC(=O)c1ccc(CNC(=O)/C=C/c2cc([N+](=O)[O-])ccc2OC(F)F)cc1	2	10	-9	1	4	3	0	3	5
Cc1ccc(S(=O)(=O)NCC(c2cccnc2)N2CCc3ccccc32)cc1 (stereo not drawn)	4	0	2	-1	-1	-1	2	-5	9
Cc1ccccc1Cn1c2ccccc2c2cnn(CC(=O)NCc3ccco3)c(=O)c21	-2	-28	11	-13	-21	-11	-2	1	-5

Two compounds from above, reduced to PAFAH2 FP inh.
SMILES	PAFAH2 FP inh
Cc1ccc(S(=O)(=O)NCC(c2cccnc2)N2CCc3ccccc32)cc1 (stereo not drawn)	9
Cc1ccccc1Cn1c2ccccc2c2cnn(CC(=O)NCc3ccco3)c(=O)c21	-5

Further structures follow.
SMILES	PAFAH1B3 inh	PREPL inh	ZTA counter	GSTO1 inh	LYPLA2 inh	LYPLA1 counter	PAD4 inh	EBNA-1 inhibitor	PAFAH2 FP inh
COCC(C)n1c(=O)sc2ccccc2c1=O (stereo not drawn)	0	12	8	-2	-5	0	-4	-14	3
COc1cc(CNCc2ccccn2)ccc1OCc1ccc(Cl)c(Cl)c1	4	49*	-14	5	1	-2	-8	6	3
COc1ccc(N2CCC(CNC(=O)Nc3ccc(Cl)cc3)C2)cc1 (stereo not drawn)	6	3	-24	8	6	-4	-1	-9	-5
CCCOc1ccc(C(=O)c2nc3c(n2O)CCCC3)cc1	7	10	4	10	-1	-1	-5	11	3
CCOc1ccc(/C=N/NC(=O)c2ccc(Cn3cc(Br)cn3)o2)cc1	8	-2	-15	-8	-3	-5	0	2	-13
COc1ccc(CCNC(=O)CSc2ccc(-c3ccccc3)nn2)cc1	.	-10	0	-2	-2	-1	-5	2	.
O=C1CN(C(=O)CSc2nc3cc(Cl)ccc3c(=O)n2Cc2ccccc2)c2ccccc2N1	-10	-11	0	-3	-14	-11	-7	5	-9
NC(=O)c1nnsc1Sc1c(C(N)=O)nnn1-c1cccc(N)c1	-1	30	-4	-5	-4	-3	-1	-10	-2
Cc1ccc(N(CC2CO2)S(=O)(=O)c2ccc([N+](=O)[O-])cc2)cc1 (stereo not drawn)	2	-15	-6	88*	1	2	2	-6	-7
Cc1ccc(C2(c3noc(CN(C)Cc4cnn(C)c4)n3)CCCC2)cc1	-4	-1	1	2	-7	-1	1	2	-9
Cc1oc(S(=O)(=O)N2CCCC2)cc1C(=O)Nc1ccc(F)cc1	9	3	19	2	5	-2	1	15	0
Cc1ccccc1CN1C[C@@H]2C[C@@H](c3cnc(N4CCOCC4)s3)N3CCC[C@@]23C1=O	6	15	-9	8	-1	-1	-8	0	5
O=C(O)c1ccc(OCC(O)Cn2cnc3ccccc32)cc1 (stereo not drawn)	2	0	3	3	0	-4	0	8	0
Cc1nn(-c2ccccc2)c(Cl)c1/C=N/NC(=O)c1ccccc1F	7	2	-16	4	1	-3	2	4	-6
Cc1cc(C)c(NC(=O)COC(=O)C23CC4CC(CC(O)(C4)C2)C3)c(Cl)c1	5	9	.	.	.	.	-1	.	47*

From PubChem

Only part of the results is shown; count on the stated rates, not on these rows.
